# Compound activity as filed in PubChem BioAssay.
# ASK1 inh = ASK1 kinase inhibitors, primary screen, biochemical, AlphaScreen; AlphaScreen MKK6 phosphorylation by ASK1, luminescence; inhibition, % at 7.44 µM; hit rate 0.99% among 22,000; AID 1159602, 2016; Mitogen-activated protein kinase kinase kinase 5 (Homo sapiens), Q99683; in the data active means inhibition above about 35%;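 further: 0% = median of compound wells and 100% = no enzyme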
# ULK1 inh = ULK1 kinase inhibitors, primary screen, biochemical, AlphaScreen; inhibition, % at 5.96 µM; AlphaScreen Atg13 phosphorylation by ULK1, luminescence; hit rate 1.9% among 30,000; in the data active means inhibition above about 43%;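 further: 0% = median of compound wells and 100% = no enzyme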
# Target sequence (O75385 whole entry, looked up): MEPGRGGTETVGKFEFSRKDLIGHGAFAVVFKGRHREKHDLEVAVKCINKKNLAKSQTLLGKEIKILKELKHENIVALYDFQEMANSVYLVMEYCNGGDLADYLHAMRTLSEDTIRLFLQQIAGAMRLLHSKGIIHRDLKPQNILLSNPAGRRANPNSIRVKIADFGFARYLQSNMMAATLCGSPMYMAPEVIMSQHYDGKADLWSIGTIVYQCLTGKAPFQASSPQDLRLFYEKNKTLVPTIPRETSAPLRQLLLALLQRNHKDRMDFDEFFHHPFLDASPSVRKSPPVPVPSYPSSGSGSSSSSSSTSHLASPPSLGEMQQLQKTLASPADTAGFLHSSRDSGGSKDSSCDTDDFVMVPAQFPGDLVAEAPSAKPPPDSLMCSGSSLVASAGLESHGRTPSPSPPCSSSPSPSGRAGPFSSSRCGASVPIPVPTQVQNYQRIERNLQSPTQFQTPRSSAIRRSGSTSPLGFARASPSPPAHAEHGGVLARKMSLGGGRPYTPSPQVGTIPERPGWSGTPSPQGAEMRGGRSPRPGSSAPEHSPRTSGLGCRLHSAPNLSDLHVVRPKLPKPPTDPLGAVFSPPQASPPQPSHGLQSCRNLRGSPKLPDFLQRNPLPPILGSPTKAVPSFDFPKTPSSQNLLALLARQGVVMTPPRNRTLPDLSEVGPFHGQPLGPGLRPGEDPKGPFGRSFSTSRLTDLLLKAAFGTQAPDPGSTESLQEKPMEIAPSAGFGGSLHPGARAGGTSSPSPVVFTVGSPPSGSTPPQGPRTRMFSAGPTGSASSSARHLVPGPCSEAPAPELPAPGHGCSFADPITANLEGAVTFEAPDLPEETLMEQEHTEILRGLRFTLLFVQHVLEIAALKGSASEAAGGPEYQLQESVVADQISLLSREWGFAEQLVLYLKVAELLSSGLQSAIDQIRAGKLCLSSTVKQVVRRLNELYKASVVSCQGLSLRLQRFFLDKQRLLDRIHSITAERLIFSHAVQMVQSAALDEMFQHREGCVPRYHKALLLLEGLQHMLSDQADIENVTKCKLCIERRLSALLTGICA
# Numbers without * were called inactive; . = not tested or not shown; & = joins results of further samples. The order is random; any-hit rate near 2.4%.
ASK1 inh,ULK1 inh,SMILES
-6,-11,COc1cc(-c2cn[nH]c2)ccc1NC(=O)C1COc2ccccc2O1 (centres undefined)
-10,17,OCCNc1ccnc(Nc2ccc(-n3ccnc3)cc2)n1
0,-11,COc1nc(NCCOc2ccccc2)nc(-c2ccc(C(N)=O)cc2)n1
-11,9,CC(=O)Nc1ccc(NC(=O)c2cncc(-c3cccc(C(C)=O)c3)c2)cc1
6,-6,COc1cc2nc(Nc3ccnn3C)nc(Nc3cc(OC)c(OC)c(OC)c3)c2cc1OC
.,7,CC(C)(C)C(=O)N1CCC(c2nc(-c3cnccn3)no2)CC1
-8,-4,Nc1nc(N2CCC(N3CCOCC3)CC2)nc2c1ncn2Cc1ccc(C(F)(F)F)cc1
.,1,CCn1c(C)cc(O)c(C(c2cccs2)N2CCCCC2)c1=O (centres undefined)
3,2,COc1ccc(-c2nc3ncnc(Nc4cc(OC)c(OC)c(OC)c4)c3[nH]2)cc1
2,3,COc1ccc(-c2cc(C(=O)NC3CC3)ccn2)cc1
-1,13,COc1ccc2c(c1)CC(C(=O)Nc1ccc(-c3ccnc(N)n3)cc1C(=O)N(C)C)CO2 (centres undefined)
.,-18,CCc1cc(=O)n(CC(=O)Nc2ccc3c(c2)OCO3)c(-n2nc(C)cc2C)n1
-2,35,CN1CCN(c2ccc(-c3cncc(C(=O)NCCCN4CCCC4=O)c3)cc2)CC1
47*,31,CC(C)n1cnc2c(Nc3ccccc3)nc(Nc3ccc(N4CCOCC4)cc3)nc21
4,4,O=C(NCc1cccc(C(F)(F)F)c1)c1csc(Nc2ccccn2)n1
9,-4,CCc1cc(-c2ccncc2)ccc1NC(=O)C1COc2ccccc2O1 (centres undefined)
-1,24,CC(C)n1cnc2c(Nc3ccc(N4CCOCC4)cc3)nc(N3CCC(N4CCOCC4)CC3)nc21
3,-19,COc1cc2nc(Nc3nccc4ccccc34)nc(NCc3nc4ccccc4[nH]3)c2cc1OC
6,0,CN1CCN(c2ccc(-c3ccc4nc([C@H](N)Cc5cccc(F)c5)[nH]c4c3)cn2)CC1
6,6,CCCNc1nc(N2CCCC(C(=O)N(CC)CC)C2)nc2cc(OC)c(OC)cc12 (centres undefined)
.,15,CCOc1ccc(NC(=O)C/C(C)=N/NC(=O)c2cc(Cl)ccc2O)cc1
8,0,Cc1cnc(Nc2ccccn2)nc1NCCOc1ccccc1
0,-12,FC(F)(F)c1cccc(CNc2nc(-c3ccc(N4CCOCC4)nc3)nc3c2ncn3C2CCCCC2)c1
-9,-1,O=C(NCc1cccnc1)c1cccc(-c2cccs2)n1
13,7,Nc1nc(NCCc2ccc(O)cc2)cc(N2CCN(Cc3ccc4c(c3)OCO4)CC2)n1
11,9,COc1cccc(CN(CCCN2CCOCC2)C(=O)Nc2ccc(-c3cn[nH]c3)cc2)c1
.,-37,OCCN1CCN(c2cc(-c3ccc(F)cc3)nc(-c3ccccc3)n2)CC1
4,-7,CCN(CC)C(=O)C1CCCN(c2cc(C(=O)NCCN3CCOCC3)c3ccccc3n2)C1 (centres undefined)
4,-2,Nc1[nH]ncc1-c1ccc(NC(=O)C2COc3ccccc3C2)cc1 (centres undefined)
9,-4,O=C(Nc1ccc(Oc2ccccc2)cc1)c1cncc(-c2cccs2)c1
.,-1&2,CC1(c2ccccc2)CC(=O)N(CN2CCOCC2)C1=O (centres undefined)
.,8,CNC(=O)Cn1c(CO)cnc1SCC(=O)N1CCc2ccccc21
.,1,CC(C)NCC(O)c1cc(O)cc(O)c1 (centres undefined)
8,3,c1cncc(CNc2cc(-c3ccc(N4CCOCC4)nc3)ncn2)c1
.,-1,CCCOc1ccc(S(=O)(=O)Nc2ccc3c(c2)CC(=O)N3CC)cc1
.,2,O=C(CCl)Nc1ccc2nsnc2c1
8,9,O=C(NCCO)c1cnc(N2CCN(Cc3ccc4c(c3)OCO4)CC2)s1
6,1,COc1ccc(CCNc2nc(N3CCC(N4CCOCC4)CC3)nc3nc[nH]c23)cc1
-24,-16,CC(C)n1c(N2CCc3ccccc3C2)nc2c(NCc3ccccc3)ncnc21
-10,12,O=C(NCc1cccnc1)c1ccc2nc(Nc3ccccc3)sc2c1
-8,-17,OCCNc1nc(N2CCC(N3CCOCC3)CC2)nc2c1ncn2C1CCCCC1
.,-7,O=C1CSC(c2ccc([N+](=O)[O-])cc2)N1CC1CCCO1 (centres undefined)
0,-2,O=C1CCCN1CCCNc1ncnc2nc(N3CCC(N4CCOCC4)CC3)[nH]c12
16,20,Cn1nccc1Nc1ccc(-n2cc(CC(=O)NCCOc3ccccc3)c3ccccc32)nn1
35,7,CC(C)n1cnc2c(Nc3ccc(N4CCOCC4)cc3)nc(NCc3ccc4c(c3)OCO4)nc21
.,10,COc1ccc(C(=O)N2C(=S)NC(=O)/C2=C\c2ccc(C)cc2)cc1
8,5,CCN(CC)c1nc(NCCN(C(C)C)C(C)C)nc(Nc2ccc(-n3ccnc3)cc2)n1
-5,8,CCCNC(=O)c1ccc2nc(Oc3ccccc3)sc2c1
12,15,O=C1CCCN1CCn1cnc2c(Nc3ccc(N4CCOCC4)cc3)nc(Nc3ncccn3)nc21
10,6,Cc1cnc(-c2ccc3[nH]ccc3c2)nc1NCCCN1CCCC1=O
18,3,Nc1nc(NCc2nc3ccccc3[nH]2)cc(Nc2nccc3ccccc23)n1
-14,0,O=C(NCCCN1CCCC1=O)c1ccnc(N2CCc3ccccc3C2)c1
-20,22,c1ccc(-n2cnc3c(Nc4ccc5c(c4)OCO5)nc(Nc4ccc5ncccc5c4)nc32)cc1
.,3,CN/C(=C\[N+](=O)[O-])NCCSCc1ccc(CN(C)C)o1
-4,6,Cc1cnc(-c2csc3ccccc23)nc1NCCCN1CCCC1=O
6,0,CC(=O)c1cccc(-c2ccc(C(=O)NCc3ccccc3)s2)c1
-10,-10,Fc1ccc2c(c1)OCC(c1nc3ccc(-c4ccncc4)cc3[nH]1)O2 (centres undefined)
13,-6,Oc1ccc(CCNc2nc(Nc3ccc4ncccc4c3)nc3c2ncn3C2CCCCC2)cc1
20,40,CC(C)n1cnc2c(Nc3ccc4c(c3)OCO4)nc(NCc3cccnc3)nc21
-32,52*,O=C(Nc1ccc(N2CCOCC2)cc1)c1ccc2nc(Nc3ccccn3)sc2c1

# No new results follow: 19 of the compounds above.
ASK1 inh,ULK1 inh,SMILES
.,-7,O=C1CSC(c2ccc([N+](=O)[O-])cc2)N1CC1CCCO1 (centres undefined)
0,-2,O=C1CCCN1CCCNc1ncnc2nc(N3CCC(N4CCOCC4)CC3)[nH]c12
16,20,Cn1nccc1Nc1ccc(-n2cc(CC(=O)NCCOc3ccccc3)c3ccccc32)nn1
35,7,CC(C)n1cnc2c(Nc3ccc(N4CCOCC4)cc3)nc(NCc3ccc4c(c3)OCO4)nc21
.,10,COc1ccc(C(=O)N2C(=S)NC(=O)/C2=C\c2ccc(C)cc2)cc1
8,5,CCN(CC)c1nc(NCCN(C(C)C)C(C)C)nc(Nc2ccc(-n3ccnc3)cc2)n1
-5,8,CCCNC(=O)c1ccc2nc(Oc3ccccc3)sc2c1
12,15,O=C1CCCN1CCn1cnc2c(Nc3ccc(N4CCOCC4)cc3)nc(Nc3ncccn3)nc21
10,6,Cc1cnc(-c2ccc3[nH]ccc3c2)nc1NCCCN1CCCC1=O
18,3,Nc1nc(NCc2nc3ccccc3[nH]2)cc(Nc2nccc3ccccc23)n1
-14,0,O=C(NCCCN1CCCC1=O)c1ccnc(N2CCc3ccccc3C2)c1
-20,22,c1ccc(-n2cnc3c(Nc4ccc5c(c4)OCO5)nc(Nc4ccc5ncccc5c4)nc32)cc1
.,3,CN/C(=C\[N+](=O)[O-])NCCSCc1ccc(CN(C)C)o1
-4,6,Cc1cnc(-c2csc3ccccc23)nc1NCCCN1CCCC1=O
6,0,CC(=O)c1cccc(-c2ccc(C(=O)NCc3ccccc3)s2)c1
-10,-10,Fc1ccc2c(c1)OCC(c1nc3ccc(-c4ccncc4)cc3[nH]1)O2 (centres undefined)
13,-6,Oc1ccc(CCNc2nc(Nc3ccc4ncccc4c3)nc3c2ncn3C2CCCCC2)cc1
20,40,CC(C)n1cnc2c(Nc3ccc4c(c3)OCO4)nc(NCc3cccnc3)nc21
-32,52*,O=C(Nc1ccc(N2CCOCC2)cc1)c1ccc2nc(Nc3ccccn3)sc2c1

# Additional structures
ASK1 inh,ULK1 inh,SMILES
-2,-35,O=C(NCCN1CCOCC1)c1cccc(Cn2ncc3cc(Nc4ccccc4Cl)ccc32)c1
.,-6,CCc1cccc(N(C)C(N)=Nc2cccc3ccccc23)c1
-5,13,Brc1ccc(CNc2nccc(Nc3ccncn3)n2)cc1
.,0,COc1ccc(/C=C2/SC(=S)N(C)C2=O)cc1[N+](=O)[O-]
-9,-5,CCN(CC)C(=O)C1CCCN(c2cc(NC3CC3)ncn2)C1 (centres undefined)
.,-10,CCCCNc1c(C(=O)OCC)c(C)nc2c1cnn2CC
.,0,Cc1cnc(CNc2ncc(-c3ccc(F)cc3)cn2)cn1
-22,-8,CCCNc1nc(-c2ccccc2)nc2c1ncn2-c1ccccc1
.,-8,COc1cc2cc(c1Cl)N(C)C(=O)CC(OC(=O)C(C)N(C)C(C)=O)C1(C)OC1C(C)C1CC(O)(NC(=O)O1)C(OC)C=CC=C(C)C2 (centres undefined)
.,-7,N#CCCN(CCC#N)c1nccs1
-1,2,c1nc(NCCN2CCOCC2)c2[nH]c(NCc3ccc4c(c3)OCO4)nc2n1
.,-10,CN(C)c1ccc(/C=N/N=C(\N)SC2CC(=O)N(c3ccc(C(=O)O)cc3)C2=O)cc1 (centres undefined)
-19,11,NC(=O)c1ccc(-c2nc3ccc(C(=O)NCc4ccccc4)cc3s2)cc1
-13,-10,Nc1cccc(-c2nc(NCCc3ccc(O)cc3)c3ncn(CCN4CCCC4=O)c3n2)c1
.,-5,Brc1cnc(N2CCN(c3ccccn3)CC2)nc1
-13,-16,O=C(NCCN1CCOCC1)c1csc(N2CCCC2CO)n1 (centres undefined)
-3,8,CCN(CC)C(=O)C1CCCN(c2ccc(-n3cc(CC(=O)NCCN(C(C)C)C(C)C)c4ccccc43)nn2)C1 (centres undefined)
.,-31,COc1c(C)c2c(c(O)c1C/C=C(\C)CCC(=O)OCCN1CCOCC1)C(=O)OC2
-4,8,CC(C)N(CCNC(=O)Cc1cn(-c2ccc(Nc3ccnn3C)nn2)c2ccccc12)C(C)C
-2,-6,CC(=O)Nc1ccc(NC(=O)c2ccnc(-c3c(C)nn(C)c3C)c2)cc1
-5,1,OC1CCC(Nc2cc(NC3CCN(Cc4ccccc4)CC3)ncn2)CC1 (centres undefined)
.,24,O=C1NC(=S)NC(=O)C1=Cc1ccc(-c2ccc([N+](=O)[O-])c(Cl)c2)o1
13,-12,Nc1ncnc2nc(-c3csc4ccccc34)[nH]c12
.,1,COc1ccc(-c2cnc(NCc3ccco3)nc2)cc1
.,9,CCN(CC)CCC(=O)NC(C)(C)CS(=O)(=O)O
.,-1,CC(=O)n1c(=O)oc2cc(Br)ccc21
-3,-20,O=C(NCc1ccccc1)c1cccc(Nc2ccccc2)n1
.,-5,O=C(NNC(=O)c1c(O)c2ccccc2[nH]c1=O)c1ccccc1
4,1,O=C(NCc1cccc(C(F)(F)F)c1)c1ccc2nc(-c3ccc(N4CCOCC4)nc3)sc2c1
-11,-9,CC(C)n1c(Nc2ccc3ncccc3c2)nc2c(NCCc3ccc(O)cc3)ncnc21
-4,-8,Cc1noc(C)c1-c1nc(NC2CC2)c2ncn(-c3ccccc3)c2n1
.,4,Cc1csc(NC(=O)CSc2ncc(-c3ccc(Cl)cc3)n2C)n1
14,32,COc1cc(Nc2nc(Nc3cnccn3)ncc2C)cc(OC)c1OC
7,-31,COc1ccc(CCNc2nc(N3CCN(Cc4ccc5c(c4)OCO5)CC3)nc3c2ncn3CCN2CCCC2=O)cc1
.,3,CCOC(=O)CNC(=O)Cn1cc(OC)c(=O)cc1CN1CCC(C)CC1
11,12,O=C(NCCc1ccc(O)cc1)c1csc(Nc2cnccn2)n1
-25,-7,OC1CCC(Nc2nc(NCc3ccccc3)c3ncn(-c4ccccc4)c3n2)CC1 (centres undefined)
.,3,CN1CCN(CCCN2c3ccccc3Sc3ccc(C(F)(F)F)cc32)CC1
.,7,COc1nc(C)cc(N(C)c2ccccc2)n1
.,-11,C#CC1(OCC(O)CN2CCN(c3cccc(C(F)(F)F)c3)CC2)CCCCC1 (centres undefined)
0,-15,Nc1nc(Nc2ccc(N3CCOCC3)cc2)cc(N2CCCC2CO)n1 (centres undefined)
-2,16,CC(C)C[C@H](O)C(=O)N1CCC[C@H]1C(=O)Nc1ccc2[nH]ncc2c1
-11,-3,CC(C)n1c(-c2ccc(N3CCOCC3)nc2)nc2c(N)ncnc21
.,7,CC(C)[C@H](NC(=O)[C@H](CC(=O)O)NC(=O)[C@H](CCCCN)NC(=O)[C@@H](N)CCCN=C(N)N)C(=O)N[C@@H](Cc1ccc(O)cc1)C(=O)O
-4,-3,NC(=O)c1ccc(-c2nc(NCc3cccc(C(F)(F)F)c3)c3ncn(C4CCCCC4)c3n2)cc1
-10,23,CC(C)n1cnc2c(Nc3ccc(N4CCOCC4)cc3)nc(NCCCN3CCCC3=O)nc21
10,8,Cc1cc(-c2cn[nH]c2)ccc1NC(=O)C1COc2ccccc2O1 (centres undefined)
-5,2,CCNc1ncc(C)c(NCCc2ccc(O)cc2)n1
-2,11,COc1ccc(CCNC(=O)c2csc(Nc3ccnn3C)n2)cc1
-4,13,c1ccc(-n2cnc3c(NC4CC4)nc(Nc4ccncn4)nc32)cc1
.,6,O=C(Nc1ccc(F)cc1)C1CCCN1C(=O)Oc1ccccc1 (centres undefined)
